Shn3 inh set2: reduction of Shn3 3'UTR firefly luciferase signal, primary screen, Schnurri-3 inhibitor project, cell-based, Clone20 osteoblasts, set 2. 360,000 compounds, 0.52% hits. Clone20 osteoblast Shn3 3'UTR firefly luciferase, 24 h. inhibition, % at 12.5 µM. AID 588674, 2011;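 active = mean inhibition of at least 75% with every replicate also reaching 75%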;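 also: 0% = median of neutral control wells and 100% = pilot-screen positive control compound; some compounds past the cut are filed as inactive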
CF NFkB block: inhibitors of PAF-induced NF-kB signaling, primary screen, cell-based, GFP fluorescence, uHTS; 360,000 compounds, 0.86% hits; KKLEB NF-kB-GFP reporter, GFP fluorescence overnight; inhibition, % at 5 µM;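 active = at least 50% inhibition at 5 µM, scaled per plate between neutral and stimulator controls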;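 also: PAF is a Pseudomonas aeruginosa culture filtrate used as stimulus; plate controls were PAF-stimulated DMSO wells for no effect and unstimulated DMSO wells for full effect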
TWEAK Fn14 block: inhibitors of TWEAK-Fn14 signaling, primary screen, luciferase reporter cells, uHTS. TWEAK-stimulated Fn14 reporter cells, luciferase luminescence, 8 h. inhibition, % at 10 µM. 360,000 compounds, 2% hits; in the data active = inhibition above about 50%
iPSC survival up: enhancers of single-cell hiPSC survival, primary screen, ATPlite luminescence | 100% = ROCK inhibitor wells, 0% = DMSO | survival enhancement, % at 20 µM | 360,000 compounds, 0.044% hits | AID 602274, 2012; in the data active = survival enhancement above about 18%;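 also: cells exposed to compounds for 16 hours before the ATP read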
NR2E3 ag-1: NR2E3 agonists in two-hybrid cells, primary screen, cell-based, luminescence, CHO-S, Gal4-NCOR/VP16-NR2E3; Photoreceptor-specific nuclear receptor (Homo sapiens), Q9Y5X4; 360,000 compounds, 0.35% hits; inhibition of corepressor binding, % at 3.98 µM; AID 602229, 2012; luciferase;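 active = inhibition above the mean of all tested compounds plus 3 SD, cut at about 70% in these data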;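 also: 0% = DMSO with NR2E3 transfected cells and 100% = cells lacking NR2E3 construct; higher means lower luciferase signal from less NR2E3 corepressor binding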
Target sequence (Q9Y5X4 whole entry, looked up, the tested form may be a part): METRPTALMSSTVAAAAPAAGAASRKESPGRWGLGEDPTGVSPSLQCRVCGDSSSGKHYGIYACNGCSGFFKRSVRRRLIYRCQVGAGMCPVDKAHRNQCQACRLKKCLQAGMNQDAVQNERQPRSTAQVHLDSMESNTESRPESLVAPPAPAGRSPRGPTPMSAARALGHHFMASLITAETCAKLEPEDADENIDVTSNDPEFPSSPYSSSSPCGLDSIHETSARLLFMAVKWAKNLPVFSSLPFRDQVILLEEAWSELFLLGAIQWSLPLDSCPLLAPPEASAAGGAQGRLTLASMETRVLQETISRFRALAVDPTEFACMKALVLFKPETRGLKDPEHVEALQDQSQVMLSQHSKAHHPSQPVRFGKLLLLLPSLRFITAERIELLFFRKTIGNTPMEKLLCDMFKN
KKLEB tox: cytotoxicity in KKLEB CF airway cells, primary screen, cytotoxicity control for CF NF-kB inhibitor project, cell-based, uHTS, fluorescence assay plates; activity change (cytotoxicity), % at 5 µM; KKLEB CF airway cells viability, ATPlite luminescence, overnight; stronger effect = lower value; cells stimulated with P. aeruginosa culture filtrate; 360,000 compounds, 0.36% hits;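 active = corrected activity change at or below -50% at 5 µM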
aDG glyco act: activators of alpha-DG glycosylation, primary screen, uHTS, Pro5-aDG cells, AlphaScreen; alpha-DG glycosylation AlphaScreen (IIH6); 0% Pro5, 100% B10-LARGE cell signal; activation, % at 10 µM; 360,000 compounds, 0.22% hits;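 active = activation of at least 8% versus controls, or a plate z-score of at least 8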;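 also: Pro5 are CHO cells carrying HIG-tagged alpha-DG that lacks glycosylation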
HIF-2a inh: HIF-2a reporter inhibitors, primary screen, luminescence, 786-0 RCC cells; inhibition, % at 18.8 µM; 360,000 compounds, 0.72% hits; 786-0 RCC cells HIF-2a reporter, luciferase luminescence, overnight;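 active = inhibition of the luminescence signal of 40% or more relative to plate controls, in a single-dose primary screen at 18.75 µM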
Peg3 prom inh: Peg3 promoter-driven luciferase inhibitors, primary screen, cell-based, HeLa, luciferase luminescence; HeLa PEG-Prom luciferase reporter, overnight; inhibition, % at 20 µM; 360,000 compounds, 1.7% hits; AID 588405, 2011;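 active = inhibition of at least 50% at 20 µM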
NR2E3 ag-2: inhibitors of NR2E3-RetCOR corepressor binding, primary screen, NR2E3 agonist project, biochemical, TR-FRET, GST-NR2E3, biotin-RetCOR | Photoreceptor-specific nuclear receptor (Homo sapiens), Q9Y5X4 | 1536-well | inhibition of corepressor binding, % at 4.78 µM | 320,000 compounds, 0.12% hits | AID 2300, 2010;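 active = percent inhibition above the cutoff of mean plus 3 SD of all tested compounds, set per screening campaign, cut at about 20% in these data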;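 also: 0% = DMSO wells and 100% = biotin wells as full block of FRET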
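system = GST-tagged NR2E3 plus biotinylated RetCOR corepressor | input = 1.35 nM GST-NR2E3 | also added = 7 nM biotin-RetCOR | schedule = 5 h incubation at 4 °C | measured by = TR-FRET with europium anti-GST and streptavidin-D2, 340 nm excitation | read-out = percent loss of FRET ratio relative to control wells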
TRPM1 prom inh: inhibitors of MITF-dependent TRPM1 promoter reporter, primary screen, cell-based, SK-MEL-5, single point, luciferase; SK-MEL-5 TRPM1 promoter luciferase, 24 h; inhibition, % at 12.5 µM; 330,000 compounds, 0.83% hits; AID 488899, 2010;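 active = mean inhibition across replicates of 60% or more, whatever share of single replicates reaches that level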; also: values of inactives mirror those of a sister screen read the other way
Numbers without * were called inactive; nt = no result given.

SMILES | Shn3 inh set2 | CF NFkB block | TWEAK Fn14 block | iPSC survival up | NR2E3 ag-1 | KKLEB tox | aDG glyco act | HIF-2a inh | Peg3 prom inh | NR2E3 ag-2 | TRPM1 prom inh
Cc1nc(C(F)(F)F)ccc1C(=O)Nc1ccc(C(F)(F)F)cn1 | 5 | 10 | -4 | -0.6 | -1 | 7 | 0.0 | -13 | 0 | -1 | -22
Cc1cccc(C)c1N1C(=O)[C@@H]2C(c3ccccc3Cl)=NO[C@@H]2C1=O | -28 | 12 | -4 | 1.9 | -27 | -13 | 0.1 | 8 | 7 | 1 | -3
Cc1cccc(/N=C/c2c(O)n(Cc3ccc4c(c3)OCO4)c(=O)c3ccccc23)n1 | 1 | 8 | 44 | -0.4 | -19 | 21 | 0.0 | 3 | -3 | 1 | -6
Cc1ccc(SCCCn2cnc3ccccc3c2=O)cc1 | -2 | -8 | -6 | 4.3 | -22 | -6 | 0.0 | -46 | -70 | 0 | -23
CC(=O)Nc1c2c(nn1-c1ccccc1)CSC2 | 7 | -18 | -11 | -0.6 | -8 | 20 | 0.0 | 14 | 8 | 2 | 0
O=[N+]([O-])c1ccccc1CNCCO | 0 | 2 | 13 | 0.6 | -4 | 3 | 0.5 | 11 | 0 | 0 | 7
O=C(Nc1c2c(nn1-c1ccccc1)CS(=O)(=O)C2)C1CC1 | 4 | 19 | 3 | -0.6 | -9 | -8 | 0.0 | 12 | 6 | nt | nt
O=C(CNc1ccc(Br)cc1)NNC1=NCCC1 | -22 | -7 | -3 | -1.0 | 4 | 13 | -0.3 | 17 | 8 | 0 | 4
Cc1ccc(S(=O)(=O)NC(CC(=O)OCc2ccccc2)C(=O)OCc2ccccc2)cc1 (centres undefined) | -20 | -18 | -10 | 1.3 | 13 | 1 | 0.1 | 12 | 15 | nt | nt
CC1(C(=O)O)CCC(C(=O)NC2CCCCCC2)C1(C)C (centres undefined) | -5 | -7 | 7 | 0.3 | 2 | -2 | -0.2 | 22 | 6 | 4 | 6
CCC(C(=O)NC1CCCC1)N(C(=O)Cn1nnc(-c2cccs2)n1)c1cnc2ccccc2c1 (centres undefined) | 6 | 5 | 6 | -1.3 | 5 | -1 | 0.4 | 0 | 13 | 2 | -5
CCC(=O)N1Cc2cc(C(=O)NCCOC)nc(-c3cccc(-c4ccc(C#N)cc4)c3)c2[C@H]1CCO | nt | nt | -26 | 0.2 | -7 | nt | 0.0 | 9 | nt | nt | nt
CCCOc1ccc(N2C(=O)CC(NCCCN3CCC(C(N)=O)CC3)C2=O)cc1 (centres undefined) | 8 | 12 | -6 | -1.7 | -16 | -6 | -0.1 | 13 | 3 | -2 | 4
CC1Cc2ccccc2N1C(=O)CSc1ncc(-c2ccc(F)cc2)n1C (centres undefined) | -88 | 21 | -19 | -0.7 | -68 | -22 | 0.0 | -207 | -224 | 1 | -35
O=C(CCN1C(=O)[C@@H]2Cc3ccccc3CN2C1=O)NCc1ccc(Cl)cc1 | 6 | 0 | 0 | 0.1 | 6 | 5 | 0.3 | 0 | 2 | 0 | -8
CCCN(CCC)Cc1cc(=O)oc2cc(C)c(Cl)cc12 | 2 | 31 | 1 | 2.7 | 12 | -17 | -0.4 | -3 | 18 | nt | nt
O=C(Nc1ccccc1Oc1cccnc1)C1CCCN(C/C=C/c2ccccc2)C1 (centres undefined) | 16 | -1 | 1 | -0.4 | -13 | -10 | 0.0 | 18 | 8 | nt | 3
CCN(CC)CCCNC(=O)C1c2ccccc2C(=O)N(C)C1c1ccc(OC)cc1 (centres undefined) | 3 | -1 | -4 | 0.0 | -14 | 2 | 0.0 | 27 | 7 | 0 | -2
Cc1cc(C)nc(NS(=O)(=O)c2ccc(NC(=O)c3cccs3)cc2)n1 | -6 | 1 | -1 | 2.0 | 1 | -2 | -0.1 | -5 | -10 | -2 | 8
CCCCn1c(SCC(=O)NC(=O)Cc2ccccc2)nc2ccccc2c1=O | -19 | 16 | 0 | 1.2 | 17 | -11 | -0.2 | 4 | 11 | 5 | -1
O=C1[C@H]2[C@@H](c3ccccc3)N[C@]3(CCCN(CC4CCCCC4)C3=O)[C@H]2C(=O)N1Cc1ccccc1 | 3 | 11 | 7 | -1.1 | -12 | -7 | -0.1 | 1 | -1 | nt | nt
COC(C/C=C/[C@@H](O)[C@H](C)OCc1ccccc1)OC | 10 | 2 | 5 | -2.1 | -9 | 13 | -0.1 | 7 | -2 | 2 | -10
Nc1ncnn1Cc1ccccc1 | -24 | 2 | 9 | 0.9 | -24 | 8 | -0.1 | 8 | 7 | nt | nt
Cc1cccc(CSc2ncnc3nc[nH]c23)c1 | 5 | 9 | 0 | -0.3 | -4 | 7 | -0.1 | -17 | -14 | 3 | -12
COC(=O)CNC(=O)c1cc(-c2ccncc2)nc2ccc(C)cc12 | -5 | -6 | 13 | -0.4 | nt | -7 | -0.2 | 14 | 18 | -2 | -4
Cc1cc(C)n(-c2cc(C(=O)O)cc(C(=O)O)c2)n1 | 18 | 4 | -23 | 2.3 | -13 | 3 | -0.5 | 13 | -6 | 2 | -2
CCC(C)(C)NC(=O)C(c1ccc(O)cc1)N(C(=O)Cn1nnc2ccccc21)c1ccc(NC(C)=O)cc1 (centres undefined) | 9 | -22 | 0 | -0.1 | -4 | 7 | -0.1 | 16 | 15 | -1 | 9
COc1ccc(-c2nn(-c3ccccc3C)cc2CNC(C)c2cn(C)nc2C)cc1F (centres undefined) | -13 | 9 | -19 | -0.1 | -20 | -7 | 0.1 | 6 | -54 | -2 | -4
CC(=O)N1CCc2cc(S(=O)(=O)NC(CC(C)C)C(=O)Nc3cc(C(=O)O)ccc3C)ccc21 (centres undefined) | -6 | -10 | 1 | -1.5 | -14 | 8 | -0.3 | 22 | 21 | 1 | 3
CC(C)n1nnnc1-c1cc(Cl)cc(Cl)c1 | -2 | 7 | -2 | 3.5 | 4 | -11 | -0.1 | -5 | 8 | -4 | -10
OC(COc1ccccc1)Cn1cc(Br)cn1 (centres undefined) | 6 | 2 | -9 | -3.1 | -30 | 8 | -0.1 | -6 | -16 | 0 | -11
CC(C)c1ccc(NC(=O)C2C3C=CC(CC3)C2C(=O)O)cc1 (centres undefined) | -13 | 16 | -18 | 0.9 | -18 | -25 | 0.0 | -6 | -11 | -4 | -16
COc1cccc(-n2c(SCC(=O)N3CCc4ccccc43)nnc2-c2c[nH]c3ccccc23)c1 | 41 | 60* | -42 | -2.5 | -33 | -58* | -0.1 | 4 | 101* | -1 | 47
CC(C)OC(=O)CCCN1C(=O)c2ccc(N)cc2C1=O | 6 | 3 | 5 | -1.0 | -6 | 4 | 0.0 | -10 | -16 | 2 | -13
O=C(NCc1cccc(Cl)c1)c1cccc(OC2CCN(C(=O)C3CC3)CC2)c1 | 23 | 8 | 21 | -0.4 | 6 | 20 | 0.7 | -2 | 17 | 1 | 5
COc1ccc(NC(=O)C2CCN(C(=O)Nc3ccccc3)CC2)cc1S(=O)(=O)N(C)C | -1 | 6 | -15 | -2.3 | 2 | -3 | -0.4 | -12 | -3 | 3 | -16
Cc1nn(-c2ccccc2)c2c1C1(C(=O)N(C)c3ccccc31)N(c1ccccc1)C(=O)N2 (centres undefined) | 11 | -9 | -23 | -1.9 | -18 | 4 | -0.1 | -7 | 2 | 3 | 14
CCc1ccc([C@@H]2CC=C(C(=O)O)[C@H](c3ccccc3F)N2S(=O)(=O)c2ccc(C)cc2)cc1 | -1 | 16 | 6 | 0.5 | 20 | 15 | 0.2 | 15 | 11 | 4 | -15
CC(=O)c1cccc(NC(=O)C(C)N2CCc3ccccc3C2)c1 (centres undefined) | 6 | 13 | -12 | -0.8 | 26 | 4 | 0.3 | 6 | 15 | 6 | 3
CCn1nnnc1NCc1c(OC)ccc2ccccc12 | -13 | -8 | 5 | -0.5 | -12 | -3 | 0.1 | 16 | 13 | 4 | 0

Results in aDG glyco act, for 5 of the compounds above:
smiles | aDG glyco act
CC(C)c1ccc(NC(=O)C2C3C=CC(CC3)C2C(=O)O)cc1 (centres undefined) | 0.0
COc1cccc(-n2c(SCC(=O)N3CCc4ccccc43)nnc2-c2c[nH]c3ccccc23)c1 | -0.1
CC(C)OC(=O)CCCN1C(=O)c2ccc(N)cc2C1=O | 0.0
O=C(NCc1cccc(Cl)c1)c1cccc(OC2CCN(C(=O)C3CC3)CC2)c1 | 0.7
COc1ccc(NC(=O)C2CCN(C(=O)Nc3ccccc3)CC2)cc1S(=O)(=O)N(C)C | -0.4

Arranged by molecular weight (rising): 3 of the compounds above.
SMILES | Shn3 inh set2 | CF NFkB block | TWEAK Fn14 block | iPSC survival up | NR2E3 ag-1 | KKLEB tox | aDG glyco act | HIF-2a inh | Peg3 prom inh | NR2E3 ag-2 | TRPM1 prom inh
Nc1ncnn1Cc1ccccc1 | -24 | 2 | 9 | 0.9 | -24 | 8 | -0.1 | 8 | 7 | nt | nt
O=C1[C@H]2[C@@H](c3ccccc3)N[C@]3(CCCN(CC4CCCCC4)C3=O)[C@H]2C(=O)N1Cc1ccccc1 | 3 | 11 | 7 | -1.1 | -12 | -7 | -0.1 | 1 | -1 | nt | nt
CCC(C)(C)NC(=O)C(c1ccc(O)cc1)N(C(=O)Cn1nnc2ccccc21)c1ccc(NC(C)=O)cc1 (centres undefined) | 9 | -22 | 0 | -0.1 | -4 | 7 | -0.1 | 16 | 15 | -1 | 9

Not a hit list (roughly 4.4% active in at least one column).
